AP ELISA ortho: alternative pathway complement inhibition, orthogonal assay. 62,000 compounds, 0.08% hits. Human serum alternative complement pathway, LPS-coated ELISA, C3 deposition; tested in compound mixtures. inhibition, % at 5 µM;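 active = inhibition above 30% in each of the two pooled mixtures holding the compound, so the lower value exceeds 30%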;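 note: 0% = serum in Mg-EGTA without compound and 100% = EDTA serum blank; some compounds past the cut are filed as inactive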
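Medium: diluted human serum in Mg2+-EGTA GVB++. Assay system: human serum complement alternative pathway, C3 deposition onto LPS. Also added: Plate-bound LPS. Technique: Anti-C3 ELISA, OD 450 nm. Measure: percent inhibition. Incubation: 1 h at 37 °C. Dosing: 5 µM each compound, pools of ten, 50 µM per pool.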
FXIa inh mix: factor XIa (human) inhibition, mixture screen; purified FXIa, fluorogenic substrate, pooled mixtures; 62,000 compounds, 0.19% hits; P03951; AID 680; inhibition, % at 5 µM; in the data active = inhibition above about 20%, passing the limit was not always enough;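 note: each value is inhibition by a whole ten-compound pool holding the compound; 0% = enzyme with no mixture and 100% = wells lacking enzyme; strong numbers were not always called active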
CatL inh: inhibitors of human cathepsin L | P07711 | purified cathepsin L, fluorogenic substrate, fluorescence | 58,000 compounds, 0.17% hits | inhibition, %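 (tested at 10 µM)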 | AID 460; in the data active = inhibition above about 45%;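 note: 0% = enzyme with no compound and 100% = no enzyme blank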
CatS block: human cathepsin S inhibition | P25774 | recombinant cathepsin S, AMC dipeptide fluorescence, pooled mixtures | inhibition, %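 (tested at 5 µM per compound within 10-compound mixtures)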 | 62,000 compounds, 0.06% hits | AID 501; in the data active = inhibition above about 32%, passing the limit was not always enough; inconclusive = no clear call, values can overlap the other calls;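 note: 0% = enzyme without compound and 100% = blank without enzyme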
Target sequence (P25774 115-331 limits assumed): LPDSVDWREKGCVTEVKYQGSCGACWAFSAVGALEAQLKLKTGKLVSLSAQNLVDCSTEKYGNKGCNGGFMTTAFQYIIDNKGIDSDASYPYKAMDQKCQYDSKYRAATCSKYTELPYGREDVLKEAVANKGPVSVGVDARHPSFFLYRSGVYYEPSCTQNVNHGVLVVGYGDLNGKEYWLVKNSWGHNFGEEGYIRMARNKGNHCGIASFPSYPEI
E coli RNAP: blocks E. coli RNA polymerase transcription | P0A8V2 | fluorescence transcription assay | inhibition, %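 (tested at 10 µM)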 | 62,000 compounds, 0.2% hits | AID 559; in the data active = inhibition above about 20%;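 note: 0% = enzyme without compound and 100% = no enzyme blank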
CatG inh: inhibitors of human cathepsin G. P08311. purified enzyme, AMC-tetrapeptide fluorescence, pooled mixtures. inhibition, % at 5 µM (by protocol). 62,000 compounds, 0.2% hits;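 active = inhibition above 20% in each of the two mixture wells holding the compound; inactive = inhibition of 20% or less in either well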;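 note: 0% = enzyme control without mixture and 100% = blank lacking enzyme; strong numbers were not always called active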
Target sequence (P08311 21-244 limits assumed): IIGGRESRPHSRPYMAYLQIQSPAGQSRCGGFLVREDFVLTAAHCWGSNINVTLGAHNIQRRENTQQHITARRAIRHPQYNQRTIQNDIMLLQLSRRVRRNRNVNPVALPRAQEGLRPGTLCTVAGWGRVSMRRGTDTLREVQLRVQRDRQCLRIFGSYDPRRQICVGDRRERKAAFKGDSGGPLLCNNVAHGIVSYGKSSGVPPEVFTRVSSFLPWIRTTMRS
CatB mixtures: human cathepsin B inhibition by mixtures. P07858. Purified cathepsin B, AMC dipeptide fluorescence, compound mixtures. inhibition, %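 (ten-compound pools at 5 µM per compound and 50 µM total)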. 62,000 compounds, 0.06% hits. AID 488; in the data active = inhibition above about 22%, passing the limit was not always enough; inconclusive = no clear call, values can overlap the other calls;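 note: 0% = enzyme without compound and 100% = no enzyme blank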
CatB block: inhibitors of human cathepsin B | P07858 | purified cathepsin B, fluorogenic substrate, fluorescence | inhibition, %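 (tested at 10 µM)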 | 63,000 compounds, 0.1% hits; in the data active = inhibition above about 21%;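 note: 0% = enzyme with no compound and 100% = no enzyme blank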
C1s block: human complement C1s inhibition; purified C1s, fluorogenic AMC substrate, pooled mixtures; mean inhibition % of two 10-compound mixtures (active compounds read high), % at 5 µM (by protocol); 62,000 compounds, 0.16% hits; P09871;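 active = inhibition above 20% in each of the two 10-compound mixture wells holding the compound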;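 note: 0% = enzyme wells lacking compound mixture and 100% = no-enzyme blank wells; some compounds called inactive have numbers as strong as hits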
Numbers without * were called inactive; ? = inconclusive.

Assay codes: A = AP ELISA ortho; B = FXIa inh mix; C = CatL inh; D = CatS block; E = E coli RNAP; F = CatG inh; G = CatB mixtures; H = CatB block; I = C1s block
> C[C@]12CC[C@H]3[C@@H](CCC4=CC(=O)CC[C@@]43C)[C@@H]1CC[C@@H]2C(=O)CO
  A: 23.0	B: 9.4	C: -3.3	D: 0.9	E: 5.6	F: 4.8	G: -2.3	H: 2.2	I: 8.3

> Cc1nnc(NS(=O)(=O)c2ccc(N)cc2)s1
  A: -14.2	B: -3.2	C: 3.3	D: -6.1	E: 15.4	F: -16.2	G: 1.2	H: 4.3	I: -50.2

> CN(C)CCCN1c2ccccc2Sc2ccccc21
  A: -5.1	B: 4.5	C: 18.3	D: 3.0	E: 2.5	F: -32.9	G: 2.1	H: -0.7	I: 3.8

> COc1cc2nc(N3CCN(C(=O)C4COc5ccccc5O4)CC3)nc(N)c2cc1OC (stereo not drawn)
  A: 6.4	B: 1.7	C: -55.6	D: -1.1	E: -4.8	F: 6.8	G: 3.1	H: 2.8	I: -10.0

> CC(C)Cc1ccc(C(C)C(=O)O)cc1 (stereo not drawn)
  A: -18.6	B: 4.0	C: 1.4	D: 5.3	E: 9.0	F: -7.5	G: 3.2	H: 4.6	I: -4.0

> COc1ccc(CN(CCN(C)C)c2ccccn2)cc1
  A: 16.7	B: 3.5	C: 9.1	D: -11.4	E: 7.5	F: 4.0	G: 3.9	H: 4.3	I: -11.0

> CC1=NN(c2ccccc2)C(=O)C1
  A: 13.5	B: 10.5	C: 5.8	D: -2.3	E: 4.7	F: 6.8	G: -1.9	H: -1.2	I: 5.3

> c1ccc2c(CC3=NCCN3)cccc2c1
  A: -7.7	B: 1.7	C: 0.5	D: 11.7	E: 5.2	F: 13.0	G: -5.0	H: 2.7	I: 2.5

> COc1ccccc1OCC(O)COC(N)=O (stereo not drawn)
  A: 14.7	B: 6.4	C: 10.0	D: -4.7	E: 9.0	F: 8.5	G: 4.0	H: 2.5	I: 12.5

> NS(=O)(=O)c1cc2c(cc1C(F)(F)F)NC(Cc1ccccc1)NS2(=O)=O (stereo not drawn)
  A: 9.1	B: 4.0	C: 4.0	D: ?	E: 6.9	F: 8.0	G: 8.3	H: 4.8	I: 11.3

At a glance, part of the list above:
Assay codes: A = AP ELISA ortho; B = FXIa inh mix; C = CatL inh; D = CatS block; E = E coli RNAP; F = CatG inh; G = CatB mixtures; H = CatB block; I = C1s block
> C[C@]12CC[C@H]3[C@@H](CCC4=CC(=O)CC[C@@]43C)[C@@H]1CC[C@@H]2C(=O)CO
  A: 23.0	B: 9.4	C: -3.3	D: 0.9	E: 5.6	F: 4.8	G: -2.3	H: 2.2	I: 8.3

> Cc1nnc(NS(=O)(=O)c2ccc(N)cc2)s1
  A: -14.2	B: -3.2	C: 3.3	D: -6.1	E: 15.4	F: -16.2	G: 1.2	H: 4.3	I: -50.2

> CN(C)CCCN1c2ccccc2Sc2ccccc21
  A: -5.1	B: 4.5	C: 18.3	D: 3.0	E: 2.5	F: -32.9	G: 2.1	H: -0.7	I: 3.8

> COc1cc2nc(N3CCN(C(=O)C4COc5ccccc5O4)CC3)nc(N)c2cc1OC (stereo not drawn)
  A: 6.4	B: 1.7	C: -55.6	D: -1.1	E: -4.8	F: 6.8	G: 3.1	H: 2.8	I: -10.0

> CC(C)Cc1ccc(C(C)C(=O)O)cc1 (stereo not drawn)
  A: -18.6	B: 4.0	C: 1.4	D: 5.3	E: 9.0	F: -7.5	G: 3.2	H: 4.6	I: -4.0

> COc1ccc(CN(CCN(C)C)c2ccccn2)cc1
  A: 16.7	B: 3.5	C: 9.1	D: -11.4	E: 7.5	F: 4.0	G: 3.9	H: 4.3	I: -11.0

This is a subset, so the mix of outcomes need not match the whole.
